EPAC1 agonist: qHTS for Agonist of cAMP-regulated guanine nucleotide exchange factor 3 (EPAC1): primary screen; 360,000 compounds, 0.073% hits; AID 720707, 2013; Potency, µM (titrated, usually from 154 µM), without a hit: top-dose activation, usual class: activators; EPAC1 agonist qHTS, biochemical assay; response scale: 100% = response to 6.5 mM cAMP; Rap guanine nucleotide exchange factor 3 (Homo sapiens), O95398; further: potency means the concentration at half of the fitted maximal effect; nearly all actives have a fitted effect of over 60% in size
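Fluorescent GDP-exchange assay: 100 nM EPAC1 with 250 nM Rap1B preloaded with BODIPY-GDP and 50 uM GDP; compounds tested as concentration series, 5 min at room temperature, then read every 5 min for 30 min (ex 480/em 540 nm); normalized to 6.5 mM cAMP.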
CCT chaperon mod: High-Throughput Screening for Modulators of Cytosolic Chaperonin Activity | 360,000 compounds, 0.3% hits | activity change, % (test concentration not listed), hits read low | purified chaperonin ATPase assay, HTRF ADP detection, 30 min; in the data active means activity change below about -30%; further: on the % scale 0 is the no-effect control and ±100 the full control effect
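TRiC at 40 or 20 nM final (batch-dependent) in 30 mM Tris pH 7.4, 100 mM KCl, 5 mM MgCl2, 1 mM DTT, with compound at single 76 uM and 10 uM ATP, 30 min at 37 deg C. ADP detected by HTRF Transcreener, 665/615 ratio.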
EPAC2 agonist: qHTS for Agonist of cAMP-regulated guanine nucleotide exchange factor 4 (EPAC2): primary screen; EPAC2 activation, biochemical qHTS; response scale: 100% = 6.5 mM cAMP response; Potency, µM (top dose mostly 154 µM), inactives show at the highest dose activation, hits mostly activators; 360,000 compounds, 0.079% hits; AID 720711, 2013; further: potency means the concentration at half of the fitted maximal effect; nearly all actives have a fitted effect of over 50% in size
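Exchange assay: 100 nM EPAC2 with 250 nM Rap1B-BODIPY-GDP and 50 uM GDP. Fluorescence (ex 480/em 540 nm) read every 5 min for 30 min at room temperature. Data normalized to 6.5 mM cAMP as agonist control.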
EPAC1 antag: qHTS for Antagonist of cAMP-regulated guanine nucleotide exchange factor 3 (EPAC1): primary screen | Rap guanine nucleotide exchange factor 3 (Homo sapiens), O95398 | 360,000 compounds, 0.14% hits | AID 720709, 2013 | EPAC1 GEF assay, Rap1b-BODIPY-GDP exchange fluorescence | Potency, µM (highest dose often 115 µM), for inactives: top-dose activity change, negative = inhibition, usual class: inhibitors;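 further: potency means the concentration at half of the fitted maximal effect; plate controls were vehicle for no effect and positive control for full effect; nearly all actives have a fitted effect of over 50% in size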
PI5P4Ka inh: qHTS for Inhibitors of phosphatidylinositol 5-phosphate 4-kinase (PI5P4K). PI5P4Kalpha enzyme, ADP-Glo luminescence, 60 min; active compounds read low. max response, %. 330,000 compounds, 1.2% hits. AID 652105, 2013; active means max response of -50% or lower; inconclusive means between -30% and -50%; inactive means -30% or higher; further: value at the top dose of about 77 µM; on the % scale 0 is the no-effect control and ±100 the full control effect
Target sequence (P48426 whole entry, looked up): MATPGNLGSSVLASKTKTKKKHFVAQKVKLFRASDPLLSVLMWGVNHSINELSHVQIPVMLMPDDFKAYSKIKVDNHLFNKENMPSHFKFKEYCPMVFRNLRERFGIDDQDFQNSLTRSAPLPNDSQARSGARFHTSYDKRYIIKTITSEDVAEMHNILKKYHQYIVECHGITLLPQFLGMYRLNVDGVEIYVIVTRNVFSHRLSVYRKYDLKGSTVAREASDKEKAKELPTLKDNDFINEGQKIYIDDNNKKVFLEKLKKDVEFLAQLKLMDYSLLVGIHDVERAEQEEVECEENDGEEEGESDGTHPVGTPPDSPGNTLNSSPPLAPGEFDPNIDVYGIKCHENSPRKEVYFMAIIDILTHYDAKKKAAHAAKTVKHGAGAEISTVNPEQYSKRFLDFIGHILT
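qHTS, 1536-well: enzyme/substrate mix, compound by pin tool, 5 microM ATP final; RT 60 min; ADP-Glo reagents 1 (45 min) then 2 (30 min); luminescence.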
PLK1 PBD block: qHTS for Inhibitors of PLK1-PDB (polo-like kinase 1 - polo-box domain): Primary Screen | Serine/threonine-protein kinase PLK1 (Homo sapiens), P53350 | Plk1 PBD binding of FITC phosphopeptide, fluorescence polarization | Potency, µM, without a hit: max response, negative = inhibition, most hits filed as inhibitors | 360,000 compounds, 2.8% hits; further: potency means the concentration at half of the fitted maximal effect; series mostly up to about 57 µM; on the % scale 0 is the no-effect control and ±100 the full control effect; nearly all actives have a fitted effect of over 65% in size
Target sequence (P53350 whole entry, looked up, the tested form may be a part): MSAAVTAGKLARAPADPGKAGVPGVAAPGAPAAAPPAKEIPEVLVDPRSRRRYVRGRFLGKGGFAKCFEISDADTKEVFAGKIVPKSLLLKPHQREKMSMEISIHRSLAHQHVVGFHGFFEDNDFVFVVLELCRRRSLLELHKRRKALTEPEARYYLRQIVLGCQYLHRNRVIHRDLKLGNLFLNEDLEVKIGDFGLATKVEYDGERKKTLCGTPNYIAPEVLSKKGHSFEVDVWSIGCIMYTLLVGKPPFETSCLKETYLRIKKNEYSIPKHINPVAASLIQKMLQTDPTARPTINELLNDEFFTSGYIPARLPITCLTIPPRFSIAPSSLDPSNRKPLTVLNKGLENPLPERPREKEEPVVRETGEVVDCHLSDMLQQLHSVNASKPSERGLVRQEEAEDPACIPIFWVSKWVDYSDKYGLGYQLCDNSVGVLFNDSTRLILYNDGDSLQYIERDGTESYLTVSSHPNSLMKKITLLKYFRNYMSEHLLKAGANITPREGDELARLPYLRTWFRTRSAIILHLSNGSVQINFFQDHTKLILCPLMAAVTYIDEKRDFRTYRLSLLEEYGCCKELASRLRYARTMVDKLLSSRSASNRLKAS
WRN inhibitor: qHTS for Inhibitors of WRN Helicase | 360,000 compounds, 0.46% hits | Bifunctional 3'-5' exonuclease/ATP-dependent helicase WRN (Homo sapiens), Q14191 | Potency, µM (highest dose often 114 µM), for the others: at the top dose activity change, negative = inhibition, hits mostly inhibitors | WRN helicase unwinding, fluorescent forked duplex, kinetic; further: potency means the concentration at half of the fitted maximal effect; on the % scale 0 is the no-effect control and ±100 the full control effect; nearly all actives have a fitted effect of over 55% in size
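Fluorescence dequenching readout, ex 525 nm/em 598 nm, kinetic mode: forked duplex DNA (100 nM final) with adjacent fluorophore and quencher unwound by WRN (20 nM final) with 2 mM ATP. Compound preincubation 15 min, room temperature.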
IL2 activator: qHTS of IL-2 Activators | activation, % (series mostly up to about 46 µM) | 360,000 compounds, 0.065% hits | IL-2 activation reporter assay, cell-based qHTS; stimulated with anti-CD3/CD4/CD28 beads; in transgenic mouse T cells; in the data active means activation above about 50%; inconclusive means mostly about 30% to 49%; further: 0% is about no effect
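Unstimulated transgenic mouse T cells; 60-min compound exposure; bead-based TCR/CD4/CD28 stimulation; 18 h culture, 37 degrees C; dual fluorescence (EGFP, DsRed) plate cytometry.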
Starred values were filed as active, the others as inactive; ? = inconclusive; . = no result given; [ ] = dose if it differs, or a comment. Unless noted, the call rests on the fitted dose curve; in most records, active means well fitted curve in the direction sought with a large enough effect; inconclusive means small, poorly fitted or top-dose-only effect, or another doubt; inactive means no such curve, though single readings can be large; an effect the other way counts as inactive or inconclusive. Only part of the results is shown, so the mix of outcomes need not match the whole.

SMILES	EPAC1 agonist	CCT chaperon mod	EPAC2 agonist	EPAC1 antag	PI5P4Ka inh	PLK1 PBD block	WRN inhibitor	IL2 activator
CCN(CC(=O)Nc1ccc(NC(C)=O)cc1)C(=O)c1cc(CN2C(=O)c3ccccc3C2=O)ccc1OC	7%	-1.0	3%	12%	-1	-3%	-8%	-0.8
O=C1OCCC1Sc1nnc(-c2cccs2)n1Cc1ccccc1 (stereo not given)	-5%	1.6	-13%	-2%	.	-13%	3%	-2.6
Cc1occc1C(=O)Nc1ccc(S(=O)(=O)N2CCN(C)CC2)cc1	-6%	-1.1	0%	5%	.	-3%	-7%	-0.7
O=C(CSc1nc(O)c(-c2ccccc2)c(=O)[nH]1)N1CCOCC1	-1%	-1.6	7%	0%	?	-2%	-1%	0.4
CN(CC(=O)NC(=O)Nc1ccccc1F)Cc1ccccc1	-22%	-16	-10%	?	-1	-13%	?	0.5
COc1cccc(CNC(=O)CN2C(=O)COc3ccc(S(=O)(=O)N4CCOCC4)cc32)c1	-17%	1.1	6%	-21%	-10	3%	1%	0.2
O=C(CC1C[C@H](C(=O)N2CCCCC2)[C@@]2(CCc3ccccc3)c3[nH]c4ccccc4c3CCN2C1=O)NCCCn1ccnc1 (stereo not given in full)	-12%	-1.6	11%	-5%	-2	-5%	-3%	0.6
Cc1c(NC(=O)C(C)N2C(=O)C3CCCCC3C2=O)c(=O)n(-c2ccccc2)n1C (stereo not given)	2%	-2.5	4%	-11%	14	-8%	-3%	-0.6
Cc1ccc(NC(=O)c2cnccn2)cc1	-1%	0.3	-1%	-4%	-8	1%	0%	0.4
Cc1ccc(N2C(=O)C3C4C=CC(CNC(=S)N5CCN(c6ccccc6)CC5)(O4)C3C2=O)cc1 (stereo not given)	4%	-4.7	8%	-24%	-9	-19%	-9%	-0.6
C[C@@H]1CN([C@H](C)CO)S(=O)(=O)c2ccc(-c3ccc(C#N)cc3)cc2O[C@H]1CN(C)C(=O)Nc1cc(F)ccc1F	-10%	0.7	-4%	-27%	5	-8%	-9%	-3.9
CCN(CC)S(=O)(=O)c1cc(NC(=O)CSCc2c(C)noc2C)ccc1C	6%	-0.2	0%	13%	-4	-1%	-2%	0.0
CCN(CC)/C(Sc1ccccc1)=C(/C(Cl)=C(Cl)Cl)[N+](=O)[O-]	2%	-1.4	-3%	6%	6	?	0%	-0.2
COc1ccccc1-c1n[nH]c(=S)n1N	8%	0.8	2%	-1%	-2	0%	-3%	0.2
COCCN(C(=O)COC(=O)CCOc1cccc(C)c1)c1c(N)n(Cc2ccccc2)c(=O)[nH]c1=O	-14%	2.2	-8%	-7%	0	-1%	7%	-2.8
CCCCC(=O)NS(=O)(=O)c1ccc(NS(C)(=O)=O)cc1	8%	-0.2	6%	5%	1	-5%	-1%	-2.3
CCN1CCN(S(=O)(=O)c2ccc(Cl)c(C(=O)NCCc3ccccc3)c2)CC1	-4%	1.5	-1%	12%	9	2%	1%	-3.8
CCC(C)N1C(=O)N(c2cccc(Cl)c2)C(C)(O)CC1(C)C (stereo not given)	3%	-1.4	2%	-4%	-7	-12%	3%	-0.1
O=C(COC(=O)CNS(=O)(=O)c1ccc(Br)cc1Cl)NC1CC1	16%	0.0	4%	0%	-2	-1%	-4%	-0.1
CC(=O)Nc1c2c(nn1-c1cccc(C)c1)CSC2	4%	0.0	9%	-24%	0	-7%	-7%	0.1

3 structures from above, arranged by number of heavy atoms, ascending.
SMILES	EPAC1 agonist	CCT chaperon mod	EPAC2 agonist	EPAC1 antag	PI5P4Ka inh	PLK1 PBD block	WRN inhibitor	IL2 activator
CCN(CC)/C(Sc1ccccc1)=C(/C(Cl)=C(Cl)Cl)[N+](=O)[O-]	2%	-1.4	-3%	6%	6	?	0%	-0.2
CN(CC(=O)NC(=O)Nc1ccccc1F)Cc1ccccc1	-22%	-16	-10%	?	-1	-13%	?	0.5
Cc1c(NC(=O)C(C)N2C(=O)C3CCCCC3C2=O)c(=O)n(-c2ccccc2)n1C (stereo not given)	2%	-2.5	4%	-11%	14	-8%	-3%	-0.6

New compounds follow:
SMILES	EPAC1 agonist	CCT chaperon mod	EPAC2 agonist	EPAC1 antag	PI5P4Ka inh	PLK1 PBD block	WRN inhibitor	IL2 activator
COc1ccc(C=C2SC(=S)NC2=O)cc1	-1%	2.1	12%	?	-86*	-21%	?	1.7
NS(=O)(=O)c1ccc(NC(=O)c2c(F)cccc2Cl)cc1	8%	-2.7	0%	7%	4	0%	1%	-0.7
CCOc1cc(C(F)(F)F)cnc1/C(N)=N/O	2%	-0.3	8%	-6%	-3	-9%	8%	0.0
CC(C)CNC(=O)CSc1ccc(Cl)cc1	-18%	-1.7	-26%	-2%	11	-2%	0%	-0.2
CCC(=O)N1CCN(c2nnc(-c3ccccc3)c3ccccc23)CC1	-9%	-25	10%	-8%	-7	5%	15%	-2.5
COc1cc(Cl)ccc1OCc1cc(C(=O)N2CCCC(OC)C2)no1 (stereo not given)	3%	0.8	15%	-5%	-10	4%	-2%	-0.3
O=C(CC1CCCCC1)N=C1SC2CS(=O)(=O)CC2N1c1ccccc1 (stereo not given)	4%	-8.0	-10%	-3%	-2	27µM*	2%	-1.3
CS(=O)(=O)N(CC(=O)Nc1ccc(F)c(F)c1)c1cccc([N+](=O)[O-])c1	-2%	1.2	-4%	-22%	1	0%	-14%[57.1 µM]	-0.7
CCN(CC)C(=O)C1=C(C)N(Cc2ccc(C(C)(C)C)cc2)C(=O)C(CC(=O)NC(c2ccccc2)c2ccccc2)C1 (stereo not given)	-19%	0.4	-17%	-27%	-3	1%	-9%	-4.0
CC(=O)Nc1ccc(NC(=O)C2CC(=O)N(c3cccc(Cl)c3)C2)cc1 (stereo not given)	5%	0.9	2%	-10%	6	3%	-3%	-0.7
Cc1cccc(C)c1NC(=O)C(c1ccccc1OC(F)(F)F)N1CCN(c2ccc(F)cc2)CC1 (stereo not given)	-16%	-2.0	-6%	-23%	11	0%	2%	-0.1
COCOCCn1cc(CN2CCS(=O)(=O)N(Cc3ccc(-c4ccc(Cl)nc4)cc3)C(CC(C)C)C2=O)nn1 (stereo not given)	-8%	0.0	1%	?	1	5%	-2%	-2.1
COc1ccc(CN(C(=O)c2snc(C(N)=O)c2N)C(CC(C)C)C(=O)NC2CCCCC2)cc1 (stereo not given)	-2%	0.1	-8%	-29%	-3	-6%	-17%	0.2
Cc1cccc(Cl)c1NC(=O)NCCCN1CCCCC1C (stereo not given)	6%	-0.1	3%	-10%	0	-8%	8%[57.1 µM]	0.1
CCc1ccc(N=C2NC(=O)/C(=C/c3cc(Br)c(OCC(=O)O)c(OC)c3)S2)cc1	?	-1.9	-5%	?	-97*	30µM*	?	0.7
CN(C/C=C/c1ccccc1)Cc1cccc2ccccc12	1%	-3.3	23%	-8%	0	-15%	1%	0.3
CCCNS(=O)(=O)c1cc(Cl)ccc1OC	10%	-4.5	7%	-6%	2	-15%	7%[57.1 µM]	0.0
C/C(=N\NC(=O)c1cccnc1)c1cc2ccccc2o1	13%	-2.1	2%	0%	-2	3%	10%	0.3
COc1cccc(C(C)(O)c2nc(-c3cncnc3)cs2)c1 (stereo not given)	-3%	-1.9	9%	7%	-4	0%	2%	-0.5
C[C@@H]1CN([C@H](C)CO)C(=O)CCCn2cc(nn2)CO[C@H]1CN(C)C(=O)Nc1ccccc1	-3%	-1.4	-5%	0%	1	-10%	1%	3.6
Cc1cc2nc(-c3ccc(SCc4ccc(C(=O)O)cc4)nc3)[nH]c2cc1C	-2%	-6.3	-2%	-18%	-64*	19µM*	?	0.5
O=C(Nc1nc2cc3c(cc2s1)OCCO3)C1=COCCO1	-7%	2.0	26%	-5%	-1	24µM*	3%	-5.3
COc1cc(S(=O)(=O)n2nnc3ccccc32)c(OC)cc1Cl	6%	-3.3	0%	1%	-1	-5%	-1%	-0.4
Cc1cc(=O)c(C(=O)Nc2cccc(C(=O)NC3CC3)c2)nn1-c1ccccc1	-16%	-0.8	4%	-16%	3	3%	3%	-1.6
Cc1ccc(N2C(=O)CCC2(C#N)c2ccccc2)cc1 (stereo not given)	-22%	-1.8	4%	-12%	2	-1%	-3%	-1.4
COc1ccc(C(NC(=O)C2C3C=CC(C3)C2C(=O)O)c2ccccc2)cc1 (stereo not given)	-15%	1.3	0%	-17%	1	3%	-7%	1.1
O=C(NCCS(=O)(=O)NC1CCCC1)c1ccc(F)cc1	-3%	-3.1	6%	7%	1	2%	2%	-4.4
O=C(Nc1cccc(-c2nn[nH]n2)c1)c1csc2c1CCCC2	-4%	1.9	9%	0%	-14	-24%	?	0.4
CC(=O)N1c2ccccc2N=C(c2ccc(C(F)(F)F)cc2)C1C(=O)NC1CCCC1 (stereo not given)	-15%	.	-9%	18%	3	2%	0%	0.5
CC(C)(C)OC(=O)N1CCN(C(=O)c2[nH]cnc2C(=O)NCc2ccccc2)CC1	10%	-0.2	5%	-17%	-4	-2%	-10%	-0.1
CCN(CC)C(=O)CN(c1cccc(C(F)(F)F)c1)S(C)(=O)=O	6%	-1.5	0%	1%	2	2%	4%	-3.5
Cc1ccc(S(=O)(=O)NNC(=O)CC#N)cc1	0%	-0.1	2%	9%	-1	0%	-9%	1.7
O=C(N1CCCCCC1)n1c(Cc2ccccc2)nc2ccccc21	-2%	1.4	10%	-7%	-7	-25%	7%	-0.5
Cc1ccc(OCc2nc3ccccc3[nH]2)cc1	-3%	-1.4	3%	-9%	-6	-6%	-3%	0.8
Cc1ccc(S(=O)(=O)N2CCN(Cc3ccccc3)CC2)s1	0%	-0.8	12%	-17%	-8	4%	-4%	1.8
COc1cc(CNC(=O)c2cc(-c3ccc(F)cc3OC)n[nH]2)cc(OC)c1	-8%	0.4	7%	-18%	5	3%	-4%	-0.5
CCN(CC(=O)Nc1c(F)cccc1F)C(=O)c1cccc(S(=O)(=O)NCc2ccccc2)c1	4%	-0.2	12%	-18%	0	-7%	0%	-2.9
